TNAP inh hiacc = human TNAP enzyme inhibitors, primary screen, biochemical, luminescent, high phosphate acceptor level, uHTS; Alkaline phosphatase, tissue-nonspecific isozyme (Homo sapiens), P05186; purified TNAP, CDP-star luminescence, 1 M DEA; hit rate 0.03% among 200,000; inhibition, % at 20 µM;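 active = over 50% inhibition of tissue-nonspecific alkaline phosphatase at 20 µM in the single-dose screen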;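 also: plate controls were DMSO wells for no effect and EDTA-quenched wells as full inhibition for full effect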
Target sequence (P05186 whole entry, looked up): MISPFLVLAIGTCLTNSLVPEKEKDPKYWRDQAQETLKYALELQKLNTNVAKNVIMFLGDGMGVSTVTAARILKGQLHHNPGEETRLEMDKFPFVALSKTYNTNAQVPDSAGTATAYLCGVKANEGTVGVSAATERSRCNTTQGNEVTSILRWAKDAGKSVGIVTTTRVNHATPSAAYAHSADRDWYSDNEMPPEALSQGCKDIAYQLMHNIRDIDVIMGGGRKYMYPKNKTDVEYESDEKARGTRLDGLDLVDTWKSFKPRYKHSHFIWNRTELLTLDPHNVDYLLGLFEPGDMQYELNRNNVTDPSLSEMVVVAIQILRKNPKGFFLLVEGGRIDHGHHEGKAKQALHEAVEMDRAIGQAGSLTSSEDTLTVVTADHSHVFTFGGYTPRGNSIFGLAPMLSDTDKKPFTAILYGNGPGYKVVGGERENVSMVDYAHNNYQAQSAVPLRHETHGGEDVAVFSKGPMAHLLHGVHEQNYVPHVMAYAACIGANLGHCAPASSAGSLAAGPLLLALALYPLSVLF
Efa HMGR inh = inhibitors of E. faecalis class II HMGR, primary screen, biochemical, Enterococcus faecalis | HMG-CoA reductase (Enterococcus faecalis, mvaE) | purified E. faecalis HMGR, NADPH absorbance 340 nm kinetic | inhibition, % at 10 µM | hit rate 0.41% among 190,000 | AID 1066, 2008;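 active = inhibition above a set limit, the median over all tested compounds plus 3 SD, cut at about 9.5% in these data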;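 also: enzyme runs in reverse so mevalonate oxidation gives rising NADPH absorbance; 0% = complete reaction with DMSO and 100% = background rate lacking mevalonate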
PMI act satM6P = human PMI activators, high substrate, primary screen, biochemical, fluorescence intensity, near-saturating mannose 6-phosphate; coupled PMI enzyme assay, resazurin fluorescence, 20 min; stronger effect = higher value; 1 = untreated enzyme, 0 = substrate-free blank; activation factor at 20 µM; hit rate 0.34% among 190,000;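 active = activation factor of 2 or more at 20 µM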
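Material: human phosphomannose isomerase with PGI, G6PDH, diaphorase coupling enzymes / Reagent: Man-6-P substrate 1.0 mM / Dosing: single compound dose of 20 µM, 1% DMSO final / Incubation: enzyme reaction with compound 20 min at room temperature / Signal: resorufin fluorescence (Ex 544/Em 590 nm) from resazurin via diaphorase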
TNAP inh noacc = human TNAP enzyme inhibitors, primary screen, biochemical, luminescent, no phosphate acceptor, uHTS. Alkaline phosphatase, tissue-nonspecific isozyme (Homo sapiens), P05186. purified TNAP, CDP-star luminescence, 30 min. inhibition, % at 20 µM. hit rate 0.26% among 200,000;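 active = tissue-nonspecific alkaline phosphatase inhibition above about 50% at 20 µM in the single-dose screen, limit read from the data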;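 also: 0% = DMSO negative control and 100% = EDTA positive control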
PMI activator = activators of human PMI, primary screen, biochemical, fluorescence intensity, near-Km mannose 6-phosphate | Mannose-6-phosphate isomerase (Homo sapiens), P34949 | purified human PMI, coupled resazurin fluorescence, 20 min; stronger effect = higher value; 1 = vehicle control, 0 substrate-free wells | activation factor at 20 µM | hit rate 0.005% among 190,000 | AID 1214, 2008;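 active = activation factor of 2 or more at 20 µM, relative to plate controls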
Hsp70 act = Hsp70 transcriptional activators, primary screen, cell-based, HeLa, Hsp70 promoter luciferase, luminescence, 10 µM | HeLa Hsp70 promoter luciferase reporter; scaled: vehicle 0, proteasome-inhibitor control 100% | activation, % at 10 µM | hit rate 0.04% among 200,000 | AID 1203, 2008;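 active = activation above the mean across all tested compounds plus 3 SD, cutoff set per campaign, cut at about 5.5% in these data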;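 also: 100% = MG132 at 30 µM as the positive control and 0% = DMSO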
S1P3 antagonist = S1P3 receptor antagonists, primary screen, cell-based; Sphingosine 1-phosphate receptor 3 (Homo sapiens), Q99500; CHO S1P3 NFAT-BLA reporter, FRET fluorescence, antagonist mode; inhibition, % at 4.98 µM; hit rate 0.27% among 170,000; AID 485, 2006;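 active = inhibition above the plate cutoff, the mean inhibition of test wells on that plate plus 3 SD, cut at about 28% in these data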;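 also: cells challenged with S1P at its EC80 of 0.8 µM; blue over green emission ratio from cleaved BLA substrate after 4 h stimulation; 0% = S1P-stimulated wells and 100% = unstimulated DMSO-only wells; some compounds past the cut are filed as inactive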
Target sequence (Q99500 whole entry, looked up): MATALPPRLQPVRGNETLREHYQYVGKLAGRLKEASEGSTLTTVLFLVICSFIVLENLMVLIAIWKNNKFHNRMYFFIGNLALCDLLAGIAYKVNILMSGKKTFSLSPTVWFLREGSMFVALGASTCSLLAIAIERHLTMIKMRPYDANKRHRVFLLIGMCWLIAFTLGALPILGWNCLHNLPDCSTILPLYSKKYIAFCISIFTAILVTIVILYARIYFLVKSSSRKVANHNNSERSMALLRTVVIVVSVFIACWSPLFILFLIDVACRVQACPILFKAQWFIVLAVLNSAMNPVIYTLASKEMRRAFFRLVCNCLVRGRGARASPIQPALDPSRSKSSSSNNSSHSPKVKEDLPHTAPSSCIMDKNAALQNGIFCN
Lmaj promast = Leishmania major promastigote growth inhibition, primary screen. Leishmania major promastigotes, resazurin fluorescence viability. inhibition, % at 10 µM. hit rate 9% among 200,000. AID 1063, 2008; in the data active = inhibition above about 50%;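 also: promastigotes grown with compound for 44 hours at 28 °C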
Redox H2O2 prof = compounds producing H2O2 with reducing agent – biochemical, NIH compound library profiling, artefact control for MLSCN library redox annotation, primary screen; activation, % at 10 µM; DTT-dependent redox cycling H2O2, phenol red/HRP absorbance; 100% = 100 µM peroxide control, 0% = buffer; hit rate 0.03% among 200,000; AID 878, 2007;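 active = activation of at least 50% relative to the plate's high and low controls in the primary single-dose screen; inactive = activation below 50%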;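 also: compound incubated with DTT at 0.8 mM final as the reducing agent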
RAM network inh = inhibitors of the yeast RAM network, primary screen, dse1pr::URA3 reporter, 5-FOA selection; S. cerevisiae dse1pr::URA3 reporter, 5-FOA growth OD615, 2 d; analog-sensitive cbk1-as2 kinase mutant strain; inhibition, % at 50 µM; hit rate 1.8% among 190,000; AID 868, 2007;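 active = inhibition above a set limit, 3 SD over mean compound inhibition, cut at about 8.4% in these data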;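 also: 0% = DMSO-only wells with no growth and 100% = 10 µM 1-NA-PP1 full growth; inhibition rescues growth on 5-FOA so higher OD means more RAM inhibition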
Starred values were filed as active, the others as inactive; . = no result given.

Start of the listing, in advance:
SMILES | TNAP inh hiacc | Efa HMGR inh | PMI act satM6P | TNAP inh noacc | PMI activator | Hsp70 act | S1P3 antagonist | Lmaj promast | Redox H2O2 prof | RAM network inh
O=C(NCc1ccc(Cl)cc1)C(=O)NCC1OCCN1C(=O)c1cccs1 (centres undefined) | -3.1 | -1.5 | 1.1 | -8.7 | 1 | -0.4 | -0.1 | -4.2 | 0.0 | 3.0
CN(CCc1ccccn1)C(=S)NC(=O)c1ccco1 | -3.2 | -10.1 | 1.1 | -7.3 | 1.1 | -0.1 | -17.7 | -6.1 | -0.7 | 2.7

The listing (from the top)
SMILES | TNAP inh hiacc | Efa HMGR inh | PMI act satM6P | TNAP inh noacc | PMI activator | Hsp70 act | S1P3 antagonist | Lmaj promast | Redox H2O2 prof | RAM network inh
O=C(NCc1ccc(Cl)cc1)C(=O)NCC1OCCN1C(=O)c1cccs1 (centres undefined) | -3.1 | -1.5 | 1.1 | -8.7 | 1 | -0.4 | -0.1 | -4.2 | 0.0 | 3.0
CN(CCc1ccccn1)C(=S)NC(=O)c1ccco1 | -3.2 | -10.1 | 1.1 | -7.3 | 1.1 | -0.1 | -17.7 | -6.1 | -0.7 | 2.7
O=C1CNC(=O)/C1=C/c1ccccc1 | -5.5 | -2.2 | 1.2 | 3.5 | 1.2 | -0.3 | -21.1 | -6.6 | -0.1 | -1.0
Cc1ccc(/C=N/NC(=O)Cn2cnc3c2c(=O)n(C)c(=O)n3C)s1 | -4.9 | -4.4 | 0.9 | -5.3 | 1 | 0.0 | 4.8 | -1.3 | -0.3 | 0.7
O=C(O)C1CCCN1c1ncccn1 (centres undefined) | -0.1 | -9.7 | 1 | -6.4 | 0.9 | -0.1 | 0.0 | -3.4 | -0.1 | 0.8
Clc1ccccc1C1=Nn2c(nnc2-c2ccncc2)SC1 | -5.4 | -0.5 | 1 | -10.9 | 1 | -0.3 | 36.6 | 6.7 | -1.4 | 1.8
COc1cc2ccnc(Cc3cccc(OC)c3OC)c2cc1OC | -3.3 | -3.6 | 0.6 | -5.2 | 1 | -0.3 | -7.1 | 10.7 | -0.9 | 0.2
CN(C)/C=C/C(=O)c1ccc(N2CCN(c3ncc(C(F)(F)F)cc3Cl)CC2)cc1 | 1.8 | 3.0 | 0.9 | -6.6 | 0.9 | -0.1 | . | 1.1 | 0.1 | 6.7
COC(=O)/C=C/c1ccsc1NC(C)=O | -4.3 | -1.9 | 1 | -9.4 | 1 | -0.3 | -4.6 | 1.9 | 0.0 | 2.0
CCC(C)(C)n1nnnc1CN(Cc1ccco1)Cc1cc2cc3c(cc2[nH]c1=O)OCO3 | -2.5 | 0.7 | 0.7 | -11.9 | 0.8 | -0.3 | -48.8 | -2.8 | -0.1 | 5.7
CC(C)N(C(=O)CSc1nnc(NC(=O)Cc2cccs2)s1)C(C)C | -7.8 | -2.8 | 1.1 | -12.0 | 1.1 | 0.6 | -13.1 | -13.8 | -1.8 | 0.6
Cc1cc(C)c(C#N)c(N2CCSCC2)n1 | -0.6 | 0.3 | 1 | -6.6 | 1 | -0.1 | -24.8 | -3.2 | 0.0 | -0.1
O=C(Nc1nsc(-c2ccccc2)n1)c1ccncc1 | -1.7 | -4.1 | 1.1 | -8.3 | 1 | 0.0 | 5.9 | 7.5 | -3.8 | 2.4
CCCCCCc1cc2cc(S(=O)(=O)c3ccc(F)c(Cl)c3)c(=O)oc2cc1O | -2.2 | -10.1 | 1 | -25.4 | 1 | 0.2 | 1.6 | 0.1 | -0.1 | 4.0
CC(=O)Nc1ccc(NC(=S)NC(=O)/C=C/c2ccccc2)cc1 | -3.4 | 0.2 | 1 | -2.8 | 0.9 | 0.2 | -16.6 | -1.3 | -1.4 | 1.0
CCCC(=O)Nc1cccc(-c2cn3ccsc3n2)c1 | 1.6 | -3.4 | 1.1 | -6.5 | 1 | -0.1 | 33.2 | -2.7 | 0.9 | 1.4
O=C(NCc1ccco1)C(c1ccncc1)N(CCC1=CCCCC1)C(=O)Cn1nnc2ccccc21 (centres undefined) | -8.8 | -1.3 | 0.9 | -10.4 | 0.9 | -0.2 | -4.0 | -5.4 | 0.7 | 1.0
O=C1O/C(=C\c2ccccc2)c2ccccc21 | 2.2 | 0.4 | 0.9 | -1.1 | 0.8 | 0.1 | -1.3 | 4.9 | 0.0 | 0.1
CCCn1c(N)c(C(=O)CSc2nc3ccccc3s2)c(=O)[nH]c1=O | -1.1 | -1.8 | 1.1 | -39.4 | 1.1 | -0.3 | -11.5 | 2.3 | -1.1 | 6.3
Cc1ccc(C2=N/C(=C/N3CCOCC3)C(=O)O2)cc1 | -6.0 | -9.9 | 1 | -15.8 | 1 | 0.0 | 4.0 | 15.9 | 3.4 | -1.2
CCCCN1CN(Cc2ccccc2)CNC1=S | 1.9 | -3.2 | 1.1 | 5.5 | 1 | -0.1 | -5.2 | -5.7 | 0.2 | -1.1
COc1ccc(CCN(Cc2cccs2)S(=O)(=O)c2ccc(-n3cnnn3)cc2)cc1OC | . | -2.5 | . | . | . | 0.3 | 3.3 | 26.4 | 1.6 | 3.9
Cn1c(SCc2ccccc2Cl)nnc1-c1cnccn1 | -1.1 | 3.1 | 1 | -0.2 | 0.9 | 0.3 | . | 2.4 | -0.2 | -0.6
COc1cccc(/C=N/N2C(=O)C3C4c5ccccc5C(c5ccccc54)C3C2=O)c1OC (centres undefined) | -7.7 | 0.1 | 0.9 | -15.1 | 0.9 | 0.1 | . | 7.0 | 0.0 | 0.1
CCOC(=O)C1(CCc2ccccc2)CCN(Cc2ccc(OC)cc2)CC1 | -6.9 | -6.2 | 1 | -6.9 | 0.9 | -0.2 | -6.3 | 84.6* | 0.4 | 0.6
CCCC(=O)Nc1ccc(OCC(=O)OC)cc1 | -3.5 | -2.1 | 1 | -4.7 | 0.9 | 0.1 | -3.4 | -8.5 | 0.8 | -0.1
O=C(O)c1ccc(CNC(=S)Nc2ccccc2)cc1 | -6.6 | -1.5 | 1 | -12.4 | 1 | -0.2 | -19.1 | -4.2 | -0.5 | 1.0
Cc1occc1C(=O)Nc1ccc(OCc2ccccc2)cc1 | -3.2 | 1.3 | . | -10.3 | . | 0.1 | 24.6 | 5.4 | 0.6 | 4.4
CCOC(=O)c1c(C)nc2ncccn12 | -1.5 | -0.5 | 0.9 | -8.4 | 0.9 | -0.5 | -12.7 | -4.1 | -4.1 | 0.5
Cc1cc2ncn(C(=O)N3CCCC3)c2cc1C | 0.8 | 1.7 | 1 | -7.2 | 1 | -0.2 | . | -5.5 | 0.9 | -0.5
OC(CN1C2=NCCN2c2ccccc21)c1ccc(Br)cc1 (centres undefined) | -9.3 | -5.2 | 1 | 5.4 | 1 | -0.2 | 2.4 | 1.5 | 0.7 | 0.9
CC1CCC2C(=O)N(c3ccc(NC4CCCCC4)c([N+](=O)[O-])c3)C(=O)C2C1 (centres undefined) | 8.0 | -2.5 | 1 | 7.8 | 1 | -0.4 | 2.2 | -4.1 | 0.6 | 3.9
CCCCn1c(=O)c(F)cn(Cc2ccc(OC)c([N+](=O)[O-])c2)c1=O | -0.4 | -6.4 | 1.1 | -17.8 | 0.9 | -0.3 | -9.4 | -0.7 | -0.1 | 0.0
Cc1nnc(SCC(=O)NCc2ccco2)n1Cc1ccccc1 | -6.5 | 0.0 | 1.1 | -2.2 | 1.1 | -0.4 | . | -6.7 | -0.1 | 0.1
CCc1nnc(NC(=O)CSc2nnc(Cc3ccccc3)n2-c2ccccc2)s1 | -4.8 | -1.3 | 1.1 | -8.0 | 1.1 | -0.1 | -8.5 | -12.1 | 0.0 | 1.9
CCOc1ccccc1CN1CCN(C/C=C/c2ccc(OC)cc2)CC1CCO (centres undefined) | -5.1 | -0.6 | 1 | -7.0 | 1 | -0.1 | -23.2 | 30.4 | -0.1 | 1.9
COc1cc(C2=Nc3c(c(C)nn3-c3ccccc3)P(=O)(N3CCOCC3)O2)cc(OC)c1OC (centres undefined) | -2.7 | -0.4 | 0.9 | -12.7 | 0.9 | 0.3 | . | -5.8 | -2.4 | -0.6
Cc1c(NC(=S)N/N=C/C=C/c2ccc([N+](=O)[O-])cc2)c(=O)n(-c2ccccc2)n1C | 22.1 | -5.9 | 2.1* | 26.1 | 1.5 | 0.0 | -2.2 | -8.3 | -0.9 | 1.8
O=C(CCN1C(=O)c2ccccc2C1=O)Nc1sc2c(c1C(=O)NCC1CCCO1)CCC2 (centres undefined) | -0.8 | -4.0 | 1 | -5.5 | 0.9 | -0.5 | -0.3 | 40.6 | -0.3 | 0.5
CCC1c2ccc(C)n2CCN1C(=O)Nc1ccc(F)cc1 (centres undefined) | 1.1 | -2.7 | 1 | -14.4 | 0.9 | 0.1 | 15.8 | -1.3 | -0.1 | 1.8
O=C(COc1ccc2ccccc2c1)NCC(=O)N/N=C/c1ccco1 | 2.3 | -3.4 | 1.1 | 2.2 | 1 | -0.2 | . | -2.5 | -0.9 | 3.8
Cn1cccc1Cc1nnc(SCC(=O)NC2CCCCC2)n1CCc1ccccc1 | -1.7 | -1.7 | 1 | 0.6 | 1 | -0.2 | -0.2 | -1.0 | -1.1 | 1.6
CC(C)CNC(=O)CCCc1c[nH]c2ccccc12 | 3.7 | -6.0 | 1 | -6.3 | 1 | 0.1 | . | 1.4 | 2.0 | -0.1
O=C(Nc1ccc(Cl)cc1)c1csc(-c2ccncc2)n1 | -6.5 | 3.2 | 0.9 | -14.0 | 1 | 0.0 | 5.5 | 15.6 | 0.2 | -0.9
CC(C)CCNC(=O)NC(=O)COC(=O)CCN=C1NS(=O)(=O)c2ccccc21 | -2.3 | -5.7 | 1.1 | -6.3 | 1.1 | -0.1 | -6.9 | -4.7 | 0.7 | 0.2
O=c1c2c([nH]c3ccccc13)CCCC2 | -2.6 | -10.3 | 0.7 | -4.7 | 0.9 | -0.2 | . | 54.9* | -4.7 | -1.8
COc1ccc(C(C)=O)cc1CSc1nnc(-c2ccncc2)n1C | -4.1 | 1.2 | 1 | -11.0 | 1.1 | -0.1 | -3.4 | -6.9 | -1.6 | 2.7
COc1ccccc1N=Cc1c(O)c2ccccc2oc1=O | -4.1 | -5.5 | 1 | 13.7 | 1 | 0.2 | -14.4 | -5.4 | 0.1 | 3.1
O=C(CC1SC(=NCCc2ccccc2)N(/N=C/c2cccs2)C1=O)Nc1ccc(Cl)cc1 (centres undefined) | 2.4 | -2.7 | 1 | -7.6 | 0.9 | -0.2 | 1.6 | 6.7 | 1.4 | 2.0
